ERp5 inh = blocks human ERp5 reductase activity on insulin; inhibition, % at 9.99 µM; Q15084; ERp5 insulin aggregation, absorbance 650 nm, 90 min; 350,000 compounds, 0.05% hits;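 active = mean replicate inhibition above about 25%, with every replicate also reaching it, limit read from the data, passing the limit was not always enough; inconclusive = only one of those two criteria met; inactive = neither criterion met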
Target sequence (Q15084 whole entry, looked up): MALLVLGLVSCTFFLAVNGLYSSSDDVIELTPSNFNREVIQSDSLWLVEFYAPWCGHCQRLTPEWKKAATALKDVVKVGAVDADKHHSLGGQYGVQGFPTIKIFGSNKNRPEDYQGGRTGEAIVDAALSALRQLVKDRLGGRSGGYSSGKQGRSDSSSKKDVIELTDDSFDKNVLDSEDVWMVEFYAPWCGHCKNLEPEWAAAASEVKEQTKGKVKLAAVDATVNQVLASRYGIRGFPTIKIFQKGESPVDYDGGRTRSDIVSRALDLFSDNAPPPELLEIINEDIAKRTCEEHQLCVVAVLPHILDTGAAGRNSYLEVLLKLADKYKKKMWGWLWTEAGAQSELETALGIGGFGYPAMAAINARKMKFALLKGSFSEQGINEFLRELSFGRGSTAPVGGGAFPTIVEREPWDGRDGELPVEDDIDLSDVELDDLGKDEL
SIRT5 inh = blocks human SIRT5 desuccinylation of peptide. Purified SirT5, succinyl-peptide AMC, trypsin-coupled fluorescence. inhibition, % at 15 µM. 330,000 compounds, 1.1% hits. AID 652115; in the data active = inhibition above about 15%; inconclusive = no clear call, values can overlap the other calls
Target sequence (Q9NXA8 whole entry, looked up): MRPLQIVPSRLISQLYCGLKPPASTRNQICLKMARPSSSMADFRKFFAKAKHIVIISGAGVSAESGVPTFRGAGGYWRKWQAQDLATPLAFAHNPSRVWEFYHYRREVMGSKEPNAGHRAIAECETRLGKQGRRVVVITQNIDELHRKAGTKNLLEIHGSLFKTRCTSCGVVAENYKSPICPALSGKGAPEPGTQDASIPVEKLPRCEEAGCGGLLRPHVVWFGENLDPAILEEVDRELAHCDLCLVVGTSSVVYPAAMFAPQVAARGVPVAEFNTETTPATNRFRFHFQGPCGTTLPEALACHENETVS
miR122 inh = blocks miR-122 activity in Huh7 sensor cells | Huh7 miR-122 Renilla luciferase sensor, 48 h; neutral wells = 0, positive control = 100 | activation (reporter increase), % at 12.5 µM | 340,000 compounds, 0.3% hits | AID 602342;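 active = mean replicate activation score at least 90 and every replicate individually at or above 90; inconclusive = only one of the two criteria met; inactive = neither criterion met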;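 note: higher luciferase means less miR-122 activity so hits act as miR-122 inhibitors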
esBAF inh = inhibitors of esBAF chromatin remodeling in mouse ES cells; AID 602393; reporter increase, % at 12.5 µM; 350,000 compounds, 2% hits; Bmi1-luciferase knock-in reporter, 24 h; 100% = twice the neutral-well signal; in the data active = activation above about 40%; inconclusive = no clear call, values can overlap the other calls;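 note: 0% = median of the plate's neutral control wells and 100% = double that signal; a rise in the Bmi1 reporter signal indicates esBAF inhibition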
C2C12 statin = suppressors of simvastatin-induced myotoxicity in C2C12 myotubes; ATP luminescence, 48 h; scaled: DMSO 0, geranylgeraniol control 100; rescue of ATP level, % at 7.49 µM; 330,000 compounds, 0.78% hits;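 active = mean ATP rescue above about 67%, or every replicate alone reaching that limit, limit read from the data, passing the limit was not always enough; inconclusive = no clear call, values can overlap the other calls; inactive = mean under the limit and some replicate under it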;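 note: myotubes were challenged with 10 µM simvastatin during compound exposure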
ARNT-TACC3 inh = disruptors of human ARNT/TACC3 interaction | AID 623870 | 390,000 compounds, 0.66% hits | Q9Y6A5 | AlphaScreen His-ARNT PAS-B/GST-TACC3 binding, luminescence; TACC3 fragment carries E629A point mutation | inhibition, % at 9.99 µM;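 active = mean inhibition of replicates at least 50% and at least half of replicates each reaching 50%; inconclusive = half or more replicates reach 50% but mean below 50%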;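 note: 0% = complete ARNT plus TACC3 wells and 100% = ARNT alone without TACC3; many hits fall short of the cut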
Cneo AK release = Cryptococcus neoformans lysis via adenylate kinase release. C. neoformans lysis, adenylate kinase release luminescence, 4 h; normalised: neutral wells 0, clomiphene wells 100. AID 651654. lysis activity, % at 15 µM. 360,000 compounds, 0.2% hits;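 active = mean lysis activity across replicates of at least 80%, whatever share of replicates individually reach that level; inactive = mean lysis activity below 80%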
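Material – Cryptococcus neoformans yeast cells · Quantity – 5 × 10^6 yeast cells/mL · Buffer or medium – YPD medium · Compound – single dose · Timing – 4 h static compound exposure, 37 °C, read 1 h post-reagent · Signal – adenylate kinase release luminescence · Read-out basis – lysis from increased AK signal · Benchmarks – Clomiphene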
* marks the source's active call; other numbers are inactive results; ? = inconclusive; nt = not tested or not shown; [ ] = remark or other dose.

SMILES	ERp5 inh	SIRT5 inh	miR122 inh	esBAF inh	C2C12 statin	ARNT-TACC3 inh	Cneo AK release
CCC(=O)Oc1ccc2oc(=O)cc(C)c2c1	nt	nt	-5	8	5	1	-2
CN(Cc1ccccc1)Cc1c[nH]c2ccccc12	nt	nt	-1	5	-5	0	-1
CCN1C[C@@H]2[C@@H]3C(=O)N(Cc4ccccc4)C(=O)[C@@H]3[C@](Cc3ccccc3)(C1=O)N2C(=O)c1ccc(C(C)(C)C)cc1	-1	-8	nt	6	11	nt	-1
c1ccc(-n2nnc3ccccc32)cc1	3	-6	-2	3	1	-4	1
O=C(Cn1cnc2c(nnn2Cc2ccccc2F)c1=O)N1CCN(c2ccccc2)CC1	0	-5	4	-3	-25	31	-4
COc1ccc(-c2nc3ccccc3c(=O)n2CCc2ccc(O)cc2)cc1	3	2	nt	10	5	2	nt
Cc1ccc(CN(Cc2cccnc2)C(=S)Nc2cccc(Cl)c2C)cc1	12	-7	nt	nt	nt	-18	nt
C[C@@H]1CCCCO[C@@H](CN(C)CC2CCCCC2)[C@@H](C)CN([C@@H](C)CO)C(=O)c2cc(NC(=O)C3CCCCC3)ccc2O1	0	-2	4[16.7 µM]	8	nt	1	0
COc1ccc(-c2cnc3c(c2)C(=O)N([C@H](C)CO)C[C@H](C)[C@@H](CN(C)C(=O)NC2CCCC2)O3)cc1	-4	-9	23[16.7 µM]	1	38	-4	7
O=C(CNS(=O)(=O)c1ccc(Br)cc1Cl)OCC(=O)c1ccc[nH]1	1	-2	-8	-6	9	0	0
CC(C)NC(=O)Nc1ccc2c(c1)C(=O)N([C@H](C)CO)C[C@@H](C)[C@@H](CN(C)S(C)(=O)=O)O2	0	0	0[16.7 µM]	-3	2	nt	52
CO[C@H]1CN(C)C(=O)c2ccc(NS(C)(=O)=O)cc2OC[C@@H](C)N(CCC(F)(F)F)C[C@@H]1C	2	1	nt	-3	-9	-7	-1
CO[C@H]1CN(C)C(=O)c2ccc(NC(=O)C3CC3)cc2OC[C@@H](C)N(Cc2cncnc2)C[C@@H]1C	nt	nt	-2[16.7 µM]	0	-6	nt	nt
O=C([C@H]1O[C@@H](n2ccc(=O)[nH]c2=O)[C@H](O)[C@@H]1O)N(CCC1=CCCCC1)CC1CC1	14	1	-3	-2	-1	nt	2
COc1ccc(-n2ncc(C(C)NS(=O)(=O)c3cc(F)ccc3C)c2C)cc1 (stereo unspecified)	7	1	-2	15	0	1	1
COC(=O)CSc1nc2ccccc2c(=O)n1Cc1ccccc1	-2	-1	8	-3	-1	-16	-1
O=C(O)CSCC(=O)NC1CCCc2ccccc21 (stereo unspecified)	-8	-5	-3	3	11	-9	0
Cc1ccnc(NC(=O)c2ccc(Cl)c(S(=O)(=O)N3CCCCC3)c2)c1	1	-3	nt	57*	-4	22	0
S=c1[nH]c2cnc(Cl)nc2[nH]1	1	nt	-2	nt	-1	4	5
COc1ccc(NC(=O)c2cc(F)cc(F)c2)cc1Cl	2	-5	-1	58*	-3	7	0
Cn1c(CNc2nc(-c3ccccc3)cs2)nnc1SCC(=O)N1CCc2ccccc21	nt	nt	6	-4	33	-1	-3
C[C@H]1CN([C@@H](C)CO)C(=O)Cc2cc(NC(=O)Cn3cnnn3)ccc2O[C@H]1CN(C)C(=O)Nc1cccc2ccccc12	nt	nt	-1[16.7 µM]	1	21	-1	-2
NCC[C@H]1CC[C@@H](NC(=O)CCN2CCCCC2)[C@H](CO)O1	5	-4	nt	-1	-4	-3	3
COc1cccc(CNC(=O)COC(=O)c2nn(C)c(=O)c3ccccc23)c1	2	-5	nt	1	7	1	2
Nc1ccc(N=Nc2ccccc2Cl)c(N)n1	0	3	-18	76*	-6	18	-2
(further entries)
SMILES	ERp5 inh	SIRT5 inh	miR122 inh	esBAF inh	C2C12 statin	ARNT-TACC3 inh	Cneo AK release
Cc1cc(C(=O)CSc2ccccc2)cc(C)c1O	-13	2	-3	68*	-8	-2	-4
Cn1ccc2c(-c3cccnc3)cc3c(c21)C1CCC3C1 (stereo unspecified)	-1	nt	2	6	-19	nt	1
CC(C)N(c1ccccc1)c1ccc(NC(=O)CCl)cc1	-3	1	-1	-2	-4	-2	-2
Cc1ccc(C)c(S(=O)(=O)Nc2ccc(C(=O)N3CCCCC3)cc2)c1	-3	2	109*	-3	0	1	0
COc1ccc(CC(N)c2csc(Nc3ccc(S(C)(=O)=O)cc3)n2)cc1 (stereo unspecified)	-4	-2	10	8	-8	nt	-13
CCc1cccc(OCC(=O)Nc2ccc(C)c(S(=O)(=O)N3CCCCCC3)c2)c1	0	-5	-3	11	5	-1	2
Cc1ccc(C(C)NC(=O)c2ccc3c(c2)OCCO3)cc1C (stereo unspecified)	0	1	-4	4	2	-5	5
CCOC(=O)C1CCCN(C/C(O)=C(\C#N)c2nc(-c3ccc(Cl)cc3)cs2)C1 (stereo unspecified)	nt	nt	4	0	-4	1	-1
Cc1cc(NC(=O)c2cc(-c3ccc(Br)cc3)on2)no1	-3	0	3	-1	-4	-6	2
Cc1csc(NC(=O)CCc2c(C)nc3cc(-c4ccc(Cl)cc4)nn3c2C)n1	-6	-3	0	-61	23	-2	-1
O=C1/C(=C/c2ccco2)SC(=S)N1CCC(=O)N1CCCCC1CCO (stereo unspecified)	2	10	-2	3	7	4	0
CCc1ccc([C@H]2[C@@H]3C(=O)C[C@@H]4C(=O)N(C)C(=O)[C@@H]4[C@@H]3CN2S(=O)(=O)c2ccc(C)cc2)cc1	0	-3	4	3	-3	nt	4
O=C(C[C@@H]1C=C[C@H](NC(=O)c2ccc(F)cc2)[C@H](CO)O1)NCCc1ccncc1	-1	0	nt	2	4	6	-5
Cc1ccc(CNS(=O)(=O)c2ccc(-n3cnnn3)c(C)c2)cc1	5	-2	nt	6	-10	7	2
CCOC(=O)c1cccc(NC(=S)NC(=O)c2cccnc2)c1	5	13	-3	1	11	-1	-3
CCOc1ccc(CN2CCN(Cc3cc4ccccc4[nH]3)CC2CCO)cc1 (stereo unspecified)	3	0	35	-4	3	nt	-1
CC(C)CC(=O)N1CCN(Cc2ccccc2[N+](=O)[O-])CC1	8	32*	6	nt	nt	nt	nt
CCCN(C)C[C@@H]1Oc2cc(C#CCC(C)C)ccc2S(=O)(=O)N([C@@H](C)CO)C[C@@H]1C	0	5	-4[16.7 µM]	-1	-26	2	6
CCOc1ccc(C(=O)Nc2ccc3c(c2)OCCO3)cc1	3	-7	nt	-10	-22	15	-6
Cc1nn(-c2ccccn2)c2c1C(=O)C(Br)CC2 (stereo unspecified)	nt	nt	-4	5	5	13	1
CC(=O)NC(CCS(C)(=O)=O)C(=O)Nc1ccc(C)c(F)c1 (stereo unspecified)	nt	nt	1	nt	nt	25	-2
CCCS(=O)(=O)N1CCN(CCCc2ccccc2)CC1	-5	2	-5	4	2	0	-2
O=C(CN1C(=O)NC2(CCc3ccccc32)C1=O)Nc1cccc(F)c1 (stereo unspecified)	7	0	nt	-8	-8	0	5
O=C(NC1CCN(C(=S)NCc2ccco2)CC1)c1ccc(F)cc1	nt	nt	-4	-2	2	1	-1
COc1ccccc1/C=C/C=N/NC(=O)c1ccncc1	1	1	nt	nt	nt	17	nt

Shown field by field: part of the list above.
CCc1ccc([C@H]2[C@@H]3C(=O)C[C@@H]4C(=O)N(C)C(=O)[C@@H]4[C@@H]3CN2S(=O)(=O)c2ccc(C)cc2)cc1
  ERp5 inh = 0 | SIRT5 inh = -3 | miR122 inh = 4 | esBAF inh = 3 | C2C12 statin = -3 | ARNT-TACC3 inh = nt | Cneo AK release = 4

O=C(C[C@@H]1C=C[C@H](NC(=O)c2ccc(F)cc2)[C@H](CO)O1)NCCc1ccncc1
  ERp5 inh = -1 | SIRT5 inh = 0 | miR122 inh = nt | esBAF inh = 2 | C2C12 statin = 4 | ARNT-TACC3 inh = 6 | Cneo AK release = -5

Next part.
SMILES	ERp5 inh	SIRT5 inh	miR122 inh	esBAF inh	C2C12 statin	ARNT-TACC3 inh	Cneo AK release
COc1ccc(OC)c(NC(=O)c2sc3ncnc(N4CCN(c5ccccn5)CC4)c3c2C)c1	nt	nt	nt	-2	-34	-17	-7
Cc1ccc(/C=C2\C(=O)NC(=O)N2C)o1	14	2	-1	-1	7	-7	-1
O=C(Nc1ccc(Cl)cn1)c1ccc(-c2cc(Cl)ccc2Cl)o1	nt	nt	7	-4	-17	-23	1
Cc1cc(NCCCN2CCOCC2)n2nc(C)c(-c3ccccc3)c2n1	nt	nt	-5	nt	nt	-1	2
NS(=O)(=O)c1ccc(NC(=O)CCC2CCCCC2)cc1	nt	nt	2	-7	8	0	nt
COc1ccc(CN2CCNC(=O)C2CC(=O)NCCCC2CCCC2)c(C)c1C (stereo unspecified)	-2	-2	-5	5	16	-5	1
C[C@H](CO)N1C[C@H](C)[C@@H](CN(C)Cc2ccc(C(F)(F)F)cc2)OCCCC[C@H](C)Oc2ccc(NC(=O)NC3CCCCC3)cc2C1=O	-6	0	-8[16.7 µM]	-1	nt	-8	4
CN(Cc1ccccc1)CC(O)COc1ccc(CNCc2cc3ccccc3s2)cc1 (stereo unspecified)	-2	0	nt	-13	-8	10	4
COc1cc(NC(=O)C(C)Oc2ccccc2)c(C(=O)O)cc1OC (stereo unspecified)	nt	nt	-13	-8	0	-5	2
Nc1nc(SCc2ccc(Cl)cc2Cl)c2ncn(C3OC(CO)C(O)C3O)c2n1 (stereo unspecified)	3	nt	nt	1	-1	6	1
O=C(NC1CCCC1)C(=O)c1c[nH]c2ccccc12	1	-2	-2	?	-6	-5	0
CCC(=O)c1cc(F)ccc1OCC(=O)N1CCN(c2ccc(F)cc2)CC1	4	1	3	nt	nt	2	nt
CN1CCC(=NNC(=O)C(=O)NC2CCCCC2)CC1	nt	nt	0	-6	-9	6	-1
CCc1nc2ccc(C(=O)N3CCN(S(=O)(=O)CC)CC3)cn2c1N(C=O)Cc1ccc(OC)cc1	1	10	-3	1	15	nt	-2
Cc1ccc(S(=O)(=O)N(C)C[C@@H]2OCCCC[C@@H](C)Oc3ccc(NC(=O)Nc4ccc5c(c4)OCO5)cc3C(=O)N([C@H](C)CO)C[C@@H]2C)cc1	-6	2	1[16.7 µM]	14	nt	19	-5
C[C@@H]1CN([C@@H](C)CO)S(=O)(=O)c2ccc(C#CCN(C)C)cc2O[C@H]1CN(C)C(=O)C1CCC1	9	0	7[16.7 µM]	-5	-5	-8	-1
C[C@H]1CN([C@@H](C)CO)C(=O)c2cc(-c3ccc(C(=O)N(C)C)cc3)cnc2O[C@@H]1CN(C)C(=O)c1cccnc1	1	-3	0[16.7 µM]	0	-5	-9	-5
Cc1nc2c(C(=O)NCc3ccco3)cnn2c(C)c1Cc1ccc(F)cc1Cl	nt	nt	-9	-15	42	8	-3
Cc1cc(C)n(CC(=O)NNC(=O)COc2ccc(Cl)cc2Cl)n1	0	15*	-1	-2	-4	7	-1
C[C@@H]1COC(=O)[C@H](Cc2ccc(F)cc2)CC/C=C/C[C@@H](CC(=O)N[C@@H](CO)Cc2ccccc2)C(=O)N1	-3	-6	nt	-7	5	-1	-1
COc1cccc(/C=C2\SC(=N)N(c3ccc(F)cc3)C2=O)c1	1	1	7	4	7	3	1
Nc1nc2n(n1)C(=O)CC(c1ccc(Cl)cc1)N2 (stereo unspecified)	-9	3	nt	nt	nt	1	nt
CCc1nnc(NC(=O)COc2ccc3c(c2)OCO3)s1	-4	0	-10	22	3	-2	nt
COc1ccc(NC(=O)CN2C(=O)NC3(CCCCC3C)C2=O)cc1S(=O)(=O)N1CCOCC1 (stereo unspecified)	6	-5	-10	0	6	-20	-1
Cc1noc(C)c1NC(=O)Nc1cccc2c1O[C@@H](CN(C)C(=O)Nc1ccc3c(c1)OCO3)[C@H](C)CN([C@H](C)CO)C2=O	-3	-1	-1[16.7 µM]	-3	30	10	0

High-throughput results: PubChem BioAssay, Broad Institute
